APP transl inh = APP translation inhibition; SH-SY5Y APP 5'UTR-luciferase reporter, luminescence; inhibition, % at 2 µM; 0.82% of 190,000 active; AID 1285;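 active = inhibition above a set limit, derived from the sample mean plus 3 SD, cut at about 45% in these data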; note: values of inactives mirror those of a sister screen read the other way
STAT1 act = increases IFN-gamma driven STAT1 reporter signal; AID 932; NIH 3T3 STAT1-luciferase reporter, luminescence; 100% = IFN-gamma alone, no compound; activation (% of control), % at 5.5 µM; 2.6% of 200,000 active;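 active = activation above the screen-wide mean activation plus 3 SD, cut at about 130% in these data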;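 note: raw ratio to IFN-gamma control signal so 100% means no change and 0% no light; values of inactives mirror those of a sister screen read the other way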
NF-kB neuron act = compounds increasing NF-kB expression in human neuronal cells. NF-kB reporter expression; active compounds read high. fold change at 12.5 µM. 1.6% of 190,000 active; in the data active = fold change above about 3.3
RAM inhibit = yeast RAM network inhibition; S. cerevisiae dse1pr::URA3 reporter, 5-FOA growth OD615, 2 d; analog-sensitive cbk1-as2 kinase mutant strain; inhibition, % at 50 µM; 1.8% of 190,000 active; AID 868;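 active = inhibition above a set limit, 3 SD over mean compound inhibition, cut at about 8.4% in these data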;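 note: 0% = DMSO-only wells with no growth and 100% = 10 µM 1-NA-PP1 full growth; inhibition rescues growth on 5-FOA so higher OD means more RAM inhibition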
FLuc inhib CS = inhibits firefly luciferase, flagging false hits in luciferase inhibition screens | P08659 | ATPLite firefly luciferase biochemical luminescence, 10 min | inhibition, % at 10 µM | 1.5% of 200,000 active;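 active = inhibition above about 50% when tested at 10 µM, limit read from the data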
Target sequence (P08659 whole entry, looked up): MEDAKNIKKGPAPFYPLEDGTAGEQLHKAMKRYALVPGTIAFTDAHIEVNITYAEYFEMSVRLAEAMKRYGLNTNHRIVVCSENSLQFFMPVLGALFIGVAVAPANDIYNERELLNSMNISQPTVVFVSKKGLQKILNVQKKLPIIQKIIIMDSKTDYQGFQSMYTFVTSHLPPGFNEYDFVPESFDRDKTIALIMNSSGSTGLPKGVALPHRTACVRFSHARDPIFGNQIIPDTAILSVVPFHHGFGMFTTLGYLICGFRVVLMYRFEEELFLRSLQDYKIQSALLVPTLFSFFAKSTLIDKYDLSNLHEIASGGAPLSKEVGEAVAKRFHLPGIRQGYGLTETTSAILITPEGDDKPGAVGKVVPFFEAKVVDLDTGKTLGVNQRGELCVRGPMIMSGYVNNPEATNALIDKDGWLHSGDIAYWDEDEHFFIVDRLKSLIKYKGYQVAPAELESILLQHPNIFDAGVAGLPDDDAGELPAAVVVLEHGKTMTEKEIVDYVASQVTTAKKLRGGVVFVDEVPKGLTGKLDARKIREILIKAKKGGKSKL
STAT1 inh = inhibitors of IFN-gamma induced STAT1 signaling; NIH 3T3 STAT1-luciferase reporter, luminescence; inhibition, % at 5.5 µM; 0.35% of 200,000 active; AID 920;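 active = inhibition above a set limit, the mean inhibition across all tested compounds plus 3 SD, cut at about 34% in these data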;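 note: 0% = IFN-gamma with DMSO and 100% = IFN-gamma with 300 µM nifuroxazide; values of inactives mirror those of a sister screen read the other way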
APP 5'UTR act = activates APP 5'UTR luciferase reporter; SH-SY5Y APP 5'UTR luciferase reporter, luminescence; zero percent = DMSO vehicle wells; 1% of 190,000 active; activation, % at 2 µM; AID 1276;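 active = activation above a set limit, based on mean plus 3 SD of controls, cut at about 140% in these data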; note: values of inactives mirror those of a sister screen read the other way
STAT3 act = STAT3 signaling activation | 0.91% of 190,000 active | activation (% of control), % at 5.6 µM | U3A cells, IL-6 STAT3-luciferase reporter, luminescence; 100% = signal with IL-6 EC80 alone | AID 871;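 active = activation above the screen-wide mean of compound activation plus 3 SD, cut at about 130% in these data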;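 note: 0% = background luminescence of wells with medium and substrate only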
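Material: STAT1-lacking human U3A cells, STAT3 luciferase reporter | Benchmarks: IL-6-only wells as 100% reference | Probe or stimulus: IL-6 (33 ng/mL) | Timing: Compound 1 h, then IL-6 6 h at 37 °C | Detection: Luminescence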
STAT3 inh = reduces IL-6 driven STAT3 reporter signal | 0.89% of 190,000 active | U3A cells, IL-6 STAT3-luciferase reporter, luminescence; host cell line lacks STAT1 | inhibition, % at 5.5 µM;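 active = inhibition above the mean inhibition across all screened compounds plus 3 SD, cut at about 44% in these data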;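 note: 0% = DMSO only wells and 100% = 100 µM nifuroxazide control wells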
Hsp70 act = transcriptional activators of Hsp70 | HeLa Hsp70 promoter luciferase reporter, luminescence; scaled: vehicle 0, proteasome-inhibitor control 100% | activation, % at 10 µM | 0.04% of 200,000 active | AID 1203;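 active = activation above the mean across all tested compounds plus 3 SD, cutoff set per campaign, cut at about 5.5% in these data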;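 note: 100% = MG132 at 30 µM as the positive control and 0% = DMSO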
* marks the source's active call; other numbers are inactive results; · = not tested or not shown.

Fields: Hsp70 act | STAT1 inh | APP transl inh | FLuc inhib CS | STAT1 act | STAT3 inh | RAM inhibit | NF-kB neuron act | STAT3 act | APP 5'UTR act
- CN(C)c1nc(NCc2ccccc2)nc(SCC(=O)Nc2ccc(Cl)c(Cl)c2)n1
 : -0.2 | 0.9 | -9.8 | -0.2 | 99.2 | 23.3 | 2.8 | 0.84 | 89.3 | 9.8
- CC(NC(=O)CSc1nc2ccccc2c(=O)n1CCCO)c1ccccc1 (stereo not drawn)
 : -0.4 | 1.0 | -4.7 | -5.4 | 99.1 | -5.8 | 0.1 | 1.07 | 111.2 | 4.7
- O=[N+]([O-])c1ccc(NC(=S)N/C(=N/CS(=O)(=O)c2ccccc2)c2ccccc2)cc1
 : 0.0 | -6.8 | 5.5 | 0.6 | 106.3 | 10.8 | 2.2 | 1.44 | 93.9 | -5.5
- COC(=O)c1c(N)n(-c2cc(OC)cc(OC)c2)c2nc3ccccc3nc12
 : -0.2 | -3.1 | 6.8 | · | 102.9 | 18.4 | · | · | 87.0 | -6.8
- CCOC(=O)c1[nH]c(C)c(C(=O)N2CCN(c3ccccc3OC)CC2)c1C
 : -0.1 | -1.8 | -1.3 | -5.6 | 101.4 | 5.6 | 0.3 | 1.21 | 101.8 | 1.3
- CC12CCC(C(=O)N(CC3CO3)C1=O)C2(C)C (stereo not drawn)
 : -0.4 | -5.1 | -33.0 | -1.3 | 102.7 | -6.3 | 0.8 | 1.08 | 108.5 | 33.0
- COC(=O)C(CSCc1ccccc1)NC(=O)CSc1nc(N)cc(=O)[nH]1 (stereo not drawn)
 : -0.1 | 7.4 | -3.8 | -5.6 | 92.5 | 12.2 | 2.0 | 1.02 | 99.2 | 3.8
- O=C1CCc2cc(S(=O)(=O)N3CCN(c4ccccc4F)CC3)ccc2N1
 : -0.5 | 3.4 | -5.0 | -4.9 | 96.9 | 26.0 | 3.3 | 0.78 | 82.9 | 5.0
- CCCCCCCC(=O)OCC(O)CO (stereo not drawn)
 : 0.2 | -3.8 | 2.0 | -5.4 | 103.5 | 2.8 | 0.1 | 1.13 | 99.6 | -2.0
- NCc1ccc(S(N)(=O)=O)cc1
 : -0.2 | -4.9 | -18.3 | -3.3 | 104.5 | 4.6 | -0.1 | 1.38 | 98.0 | 18.3
- O=C(NNC(=O)c1ccccc1-n1cccc1)c1ccc(F)cc1
 : 0.1 | 4.4 | -4.0 | 2.6 | 95.4 | 3.6 | -0.5 | 1.31 | 98.8 | 4.0
- O=Cc1cc(N=Nc2cccc(C(=O)O)c2)ccc1O
 : -0.4 | 22.6 | -32.6 | -1.9 | 78.6 | 4.3 | 0.1 | 2.3 | 100.5 | 32.6
- Cc1ccc(/C=C/C(=O)O)cc1S(=O)(=O)N(CCO)CCO
 : -0.3 | 6.2 | -2.1 | 1.7 | 94.4 | 18.1 | 2.0 | 1.16 | 87.2 | 2.1
- Cc1cccc(CCNC(=O)CCc2nnc(CCc3ccccc3)o2)n1
 : -0.3 | -2.4 | 5.0 | -3.6 | 102.2 | 0.5 | -0.1 | 1.36 | 104.8 | -5.0
- Cc1sc2cc3c(c(C(=O)c4ccccc4)[n+]2c1C)-c1cccc2cccc-3c12
 : -0.4 | -0.1 | 14.4 | -8.0 | 100.1 | 4.1 | 2.1 | 1.46 | 100.4 | -14.4
- COc1cccc2cc(C(C)N(CCCN3CCOCC3)C(=S)Nc3c(C)cccc3C)oc12 (stereo not drawn)
 : -0.3 | -1.2 | -7.3 | -4.9 | 100.1 | 1.4 | 0.8 | 0.87 | 100.2 | 7.3
- O=C1CC(c2cc3c(cc2Br)OCO3)C2=C(CCCC2=O)N1 (stereo not drawn)
 : -0.6 | -1.4 | -1.4 | -7.1 | 101.3 | 7.5 | 0.5 | 1.14 | 96.9 | 1.4
- Nc1cc(=O)[nH]c(SCC(=O)Nc2nnc(-c3ccccc3)s2)n1
 : -0.3 | -11.7 | -19.7 | 5.9 | 110.5 | 12.4 | 6.1 | 1.49 | 93.0 | 19.7
- O=C(O)Cc1csc(-c2ccccc2)n1
 : 0.1 | -7.6 | -8.7 | -1.6 | 106.0 | 4.0 | 2.0 | 1.07 | 102.9 | 8.7
- CCOC(=O)c1c(C)c(C(=O)NCc2cccnc2)c(C)n1CC
 : -0.3 | 3.5 | 5.2 | 0.2 | 97.2 | 8.5 | -0.3 | 1.17 | 98.2 | -5.2
- C=CS(=O)(=O)c1ccc(Oc2ccc(S(=O)(=O)C=C)cc2)cc1
 : 48.4* | -245.9 | 90.5* | -1.6 | 323.2* | 40.2 | 0.9 | 0.99 | 67.5 | -90.5
- O=c1cc(-c2ccccc2)[nH]c2ccccc12
 : -0.1 | -9.1 | 93.5* | 4.3 | 108.3 | -22.3 | 2.7 | 2.53 | 124.0 | -93.5
- O=C1NC2=C(C(=O)c3ccccc32)C(c2ccccc2)N1 (stereo not drawn)
 : 0.2 | 2.7 | -9.1 | -4.1 | 97.5 | -3.1 | 3.9 | 0.9 | 104.8 | 9.1
- COC(=O)c1cc(=O)nc2sccn12
 : -0.5 | -0.9 | -3.5 | -1.8 | 104.8 | 1.0 | 1.8 | 1.21 | 100.1 | 3.5
- Cc1c(C2=CCN(S(=O)(=O)c3ccc(Cl)cc3)CC2)c2ccccc2n1C
 : -0.3 | -3.4 | 2.3 | -4.6 | 103.0 | 2.7 | 2.6 | 1.03 | 96.0 | -2.3
- CCOC(=O)c1cc2c(=O)n3ccccc3nc2n(Cc2ccco2)c1=NC(=O)c1cccnc1
 : 0.2 | 7.5 | 7.5 | -2.7 | 93.0 | 9.1 | -0.5 | 0.96 | 94.3 | -7.5
- Cn1c(COc2ccc(Cl)cc2)nnc1SCc1ncc(-c2ccccc2)o1
 : -0.2 | -0.4 | -4.3 | -2.3 | 100.4 | -2.0 | 2.4 | 1.3 | 104.0 | 4.2
- CCCc1nnc(NC(=O)NCCN2C(=O)C3C4C=CC(C4)C3C2=O)s1 (stereo not drawn)
 : -0.2 | -4.3 | -7.2 | -1.7 | 103.9 | -7.4 | -0.1 | 1.14 | 110.6 | 7.2
- COc1ccc(-c2[nH]ncc2CN(CC2CCC(=O)N2)C(C)C)cc1F (stereo not drawn)
 : 0.2 | -6.6 | 3.5 | -3.0 | 104.2 | 9.8 | 0.1 | 1.21 | 97.6 | -3.5
- Cc1ccc(Cn2ccc(NC(=O)CCSc3nc(-c4ccco4)cc(C(F)(F)F)n3)n2)cc1
 : -0.3 | -3.7 | -7.4 | -1.6 | 103.4 | 5.4 | 5.2 | 0.88 | 99.0 | 7.4
- Cc1c(C(=O)Nc2ccc(-n3cnnn3)cc2)oc2ccccc12
 : -0.1 | -4.2 | -19.5 | -4.5 | 103.8 | -4.1 | 1.9 | 1.24 | 106.8 | 19.5
- COC(=O)c1ccccc1S(=O)(=O)N1CCC(c2nc3ccccc3o2)CC1
 : -0.2 | 2.4 | 4.2 | -7.8 | 97.8 | 1.6 | -0.5 | 0.92 | 98.3 | -4.2
- Cc1nnc(NC(=O)C2CCN(c3nnnn3-c3ccccc3)CC2)s1
 : -0.1 | -0.3 | -9.6 | -1.1 | 100.3 | 16.6 | 3.6 | 1.02 | 95.3 | 9.6
- CCOC(=O)c1ccccc1OC(=O)CS(=O)c1ccccc1[N+](=O)[O-] (stereo not drawn)
 : 0.0 | 31.7 | -7.2 | -4.2 | 69.8 | 1.1 | 0.6 | 1.07 | 105.9 | 7.2
- CCOC(=O)C1=C(C)NC(=O)NC1c1ccc(OCC(=O)N2CCCCC2)cc1 (stereo not drawn)
 : -0.1 | 5.3 | 3.1 | -9.1 | 95.2 | 6.9 | 0.1 | 1.61 | 99.0 | -3.1
- C[C@H](NC(=O)Nc1ccccc1F)C(=O)O
 : -0.2 | -4.5 | -0.3 | -10.3 | 104.2 | 14.0 | 1.4 | 1.15 | 92.3 | 0.3
- N#CCCn1cc(/C=C2\NC(=S)N(c3ccccc3)C2=O)c(-c2ccc(F)cc2)n1
 : -0.2 | 9.5 | -15.0 | -6.4 | 89.9 | 23.7 | 5.2 | 1.19 | 85.0 | 15.0
- Cc1ccc(S(=O)(=O)N2CCN(Cc3ccsc3)CC2)cc1
 : -0.2 | -0.5 | -7.5 | -8.4 | 99.0 | -32.9 | 2.2 | 1.04 | 128.5 | 7.5
- Cc1cc(C)nc(-n2nc(C)cc2NC(=O)CN2CCC(C)CC2)n1
 : -0.4 | 6.0 | 5.1 | -4.2 | 94.5 | 9.1 | 1.6 | 1.31 | 95.4 | -5.0
- O=C(Cc1ccccc1)N1CCN(c2ncccn2)CC1
 : -0.1 | 2.6 | -1.6 | -3.7 | 98.2 | 4.4 | 4.9 | 1.25 | 96.9 | 1.6
- O=C(Cc1csc(Nc2nc(=S)[nH]c3ccccc23)n1)N1CCN(c2cccc(C(F)(F)F)c2)CC1
 : 0.5 | 6.5 | 2.7 | -6.8 | 92.4 | -38.3 | 5.0 | 1.47 | 134.8* | -2.7
- CC(Oc1ccccc1)C(=O)N=Nc1c(O)[nH]c2ccc(Br)cc12 (stereo not drawn)
 : -0.2 | -4.2 | 10.6 | -5.8 | 101.5 | -29.2 | -0.6 | 0.96 | 124.1 | -10.6
- COc1cc(C(=O)Nc2ccc(S(=O)(=O)N(C)c3ccccc3)cc2)cc(OC)c1OC
 : -0.5 | -10.2 | -2.6 | -1.9 | 109.0 | 2.8 | 8.2 | 0.48 | 100.0 | 2.6
- COc1ccc(-n2cnc3c(sc4nc(N5CCOCC5)c5c(c43)CCCC5)c2=O)cc1
 : -0.2 | 0.7 | 2.2 | -4.0 | 97.5 | 12.5 | 7.4 | 0.57 | 94.5 | -2.2
- COCCN1C(=O)C(O)=C(C(C)=O)C1c1ccc(F)cc1 (stereo not drawn)
 : -0.1 | -1.0 | 2.5 | -4.3 | 100.9 | -9.2 | -0.5 | 1.11 | 110.4 | -2.5
- Cc1ccc2cc(C)c3nnc(SCC(=O)Nc4nc5c(s4)CCCC5)n3c2c1C
 : -0.3 | -2.0 | -10.0 | -5.4 | 101.8 | -8.2 | 3.1 | 0.8 | 111.6 | 10.0
- Cc1cc(C)n(-c2cccc(CN3CCC(CO)(Cc4ccccc4)CC3)c2)n1
 : 0.1 | -9.5 | 5.4 | -1.2 | 106.8 | -3.4 | 0.1 | 0.77 | 107.6 | -5.4
- COc1ccc(NC(=O)c2ccccc2C)c(OC)c1
 : 0.2 | 2.9 | 0.3 | 2.3 | 97.4 | 15.3 | 0.7 | 1.18 | 90.5 | -0.3
- CC1CCCC(NC(=O)COC(=O)[C@@H]2CC(O)CN2S(=O)(=O)c2ccc3c(c2)OCCO3)C1C (stereo partly drawn)
 : -0.2 | -2.4 | -11.6 | -16.9 | 102.2 | -9.2 | 0.2 | 1.11 | 103.8 | 11.6
- CCCCNC(=O)N1CCOCCOCCN(C(=O)NCCCC)CCOCC1
 : 0.1 | -1.1 | 3.4 | -9.2 | 101.0 | -0.2 | 0.3 | 1.33 | 105.1 | -3.4
